Tau fluor counter: counter-screen for tau fibril formation inhibitors. tau K18 P301L Alexa594 fluorescence, heparin fibrillization. Potency, µM (doses to about 57.7 µM), without a hit: top-dose activity change, negative = decrease. 0.93% of 280,000 active; also: nearly all actives have a fitted effect of over 55% in size
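Human tau K18 P301L (15 uM unlabeled, 0.24 uM Alexa 594-labeled) in 100 mM sodium acetate pH 7 with 20 uM heparin, 6 hr at 37 C. ThT 30 uM added, 1 hr ambient; Alexa 594 FP and total fluorescence read at 555/632 nm.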
TexasRed fluor: alters Texas Red total fluorescence, flagging assay interference; 0.29% of 280,000 active; TRb/SRC2 Texas Red total fluorescence interference; Potency, µM (highest dose often 106 µM), without a hit: top-dose fluorescence change, negative = quenching; active = well fitted curve in either direction with a large enough effect; inconclusive = small, poorly fitted or top-dose-only effect
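Flags fluorescent or light-absorbing compounds by total fluorescence, S + 2P, at 555 nm excitation and 632 nm emission. Mixture: 20 nM Texas Red SRC2 peptide, 0.6 uM human TRb LBD, 1 uM T3, 5% DMSO; compound exposure 5 h at ambient temperature.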
L3MBTL1 inh: inhibitors of human L3MBTL1. Potency, µM (titrated, usually from 57.1 µM), without a hit: at the highest dose activity, negative = inhibition, hits mostly inhibitors. Q9Y468. AlphaScreen L3MBTL1–H3K9me1 peptide binding. 0.66% of 230,000 active; also: nearly all actives have a fitted effect of over 60% in size
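AlphaScreen assay: L3MBTL1 (50 nM final) was preincubated 30 min at room temperature with biotinylated H3(1-15)K9me1 peptide (75 nM final), then 30 min with library compounds; streptavidin donor and nickel chelate acceptor beads (10 ug/mL final) added, 30 min dark.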
aGal spleen mod: inhibits or activates alpha-galactosidase in human spleen homogenate. 0.008% of 240,000 active. human spleen homogenate, 4MU-alpha-Gal fluorescence, 40 min. Potency, µM (series often up to 80 µM), inactives show at the highest dose activity change, negative = inhibition, most hits filed as inhibitors. AID 2107. P06280;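 also: 0% = enzyme with vehicle and -100% = no enzyme basal signal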
Target sequence (P06280 32-429 limits assumed): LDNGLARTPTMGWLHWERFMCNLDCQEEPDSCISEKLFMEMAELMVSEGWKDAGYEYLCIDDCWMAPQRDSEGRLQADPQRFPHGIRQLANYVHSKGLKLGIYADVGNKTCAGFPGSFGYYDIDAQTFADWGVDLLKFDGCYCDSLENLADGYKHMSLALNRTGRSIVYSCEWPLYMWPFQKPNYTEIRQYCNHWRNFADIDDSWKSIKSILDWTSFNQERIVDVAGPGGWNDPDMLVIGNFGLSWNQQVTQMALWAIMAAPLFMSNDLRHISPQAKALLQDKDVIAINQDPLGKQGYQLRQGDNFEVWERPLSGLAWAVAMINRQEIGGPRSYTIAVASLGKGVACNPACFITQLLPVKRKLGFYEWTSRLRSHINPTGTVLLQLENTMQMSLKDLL
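Fluorogenic readout (Ex 365/Em 440 nm) of 4-methylumbelliferone released from 1 mM 4-MU-alpha-galactoside by spleen homogenate, 40 min at 37C, pH 5.0. Data normalized to no-enzyme and enzyme controls; Hill-equation AC50 from compound titrations.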
Tau fibril FP: tau fibrillization inhibition (FP) | P10636 | K18 P301L tau heparin fibrillization, Alexa594 FP, 6 h | Potency, µM (series often up to 57.7 µM), for inactives: at the top dose activity, negative = inhibition, usual class: inhibitors | 0.39% of 280,000 active | AID 1468; also: nearly all actives have a fitted effect of over 55% in size
Target sequence (P10636 561-689 P618L limits assumed): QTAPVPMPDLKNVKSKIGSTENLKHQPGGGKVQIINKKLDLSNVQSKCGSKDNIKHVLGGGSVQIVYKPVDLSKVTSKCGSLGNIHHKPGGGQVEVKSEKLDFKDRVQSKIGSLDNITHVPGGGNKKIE
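Recombinant K18 P301L […], labeled with Alexa 594 at 0.24 uM over 15 uM unlabeled; heparin inducer 20 uM final; 37 C, 6 hr; FP endpoint.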
ALDH1A1 inh: ALDH1A1 (human) enzyme inhibition; P00352; Purified ALDH1A1, NADH fluorescence, propionaldehyde substrate; Potency, µM (top dose mostly 75.3 µM), inactives show at the highest dose activity, negative = inhibition, actives largely listed as inhibitors; 7.3% of 220,000 active; active = well fitted inhibition curve with a large enough effect, not every such curve was filed as active; inconclusive = small, poorly fitted or top-dose-only effect, or another doubt; inactive = no such curve, though single readings can be large or run the other way;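 also: plate controls were no enzyme wells and a reference inhibitor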
TRb SRC2 PPI: TRbeta-SRC2 interaction inhibition; AID 1469; P10828; TRbeta-SRC2 peptide binding, fluorescence polarization; receptor liganded with 1 µM T3; 0.065% of 280,000 active; Potency, µM (series often up to 106 µM), inactives show top-dose activity change, negative = inhibition, actives largely listed as inhibitors;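 also: plate controls were bound peptide for no effect and peptide without receptor for full effect; nearly all actives have a fitted effect of over 50% in size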
Target sequence (P10828 whole entry, looked up): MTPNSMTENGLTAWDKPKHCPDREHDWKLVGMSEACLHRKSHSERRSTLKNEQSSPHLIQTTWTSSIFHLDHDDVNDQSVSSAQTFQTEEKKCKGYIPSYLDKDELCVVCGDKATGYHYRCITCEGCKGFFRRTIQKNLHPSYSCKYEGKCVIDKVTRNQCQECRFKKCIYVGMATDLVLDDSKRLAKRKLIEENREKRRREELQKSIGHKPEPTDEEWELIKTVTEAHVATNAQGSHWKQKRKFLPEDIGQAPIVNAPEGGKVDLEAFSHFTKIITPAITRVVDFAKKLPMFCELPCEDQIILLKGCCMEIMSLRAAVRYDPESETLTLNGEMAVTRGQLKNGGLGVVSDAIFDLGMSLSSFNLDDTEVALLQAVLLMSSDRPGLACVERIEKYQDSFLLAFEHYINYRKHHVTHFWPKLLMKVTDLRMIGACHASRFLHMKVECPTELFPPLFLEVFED
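A fluorescence polarization screen tested compounds at multiple concentrations against complex formation between 0.6 uM TRb ligand-binding domain and 20 nM Texas Red SRC2 peptide, with 1 uM T3 present; readout after 5 hr.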
Tau fibril ThT: inhibitors of human tau fibril formation, thioflavin T binding. 2.1% of 270,000 active. P10636. recombinant tau K18 P301L (four-repeat tau fragment), heparin-induced fibrillization, ThT fluorescence. Potency, µM (highest dose often 57.4 µM), for the others: at the top dose activity, negative = inhibition, most hits filed as inhibitors; also: nearly all actives have a fitted effect of over 55% in size
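K18 P301L tau (15 uM + 0.24 uM Alexa 594-tagged), heparin 20 uM, NaOAc pH 7, 6 h 37 C; ThT 30 uM, 1 h RT, ex 450/em 510 nm.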
* hit, by the source's call; ? = inconclusive; · = not tested or not shown; [ ] = another dose, or the depositor's remark. Unless noted, calls follow the shape of the dose curve; as a rule, active = well fitted curve in the direction sought with a large enough effect; inconclusive = small, poorly fitted or top-dose-only effect, or another doubt; inactive = no such curve, though single readings can be large; an effect the other way counts as inactive or inconclusive. Unless noted, % is scaled to controls: 0 for no effect and ±100 for the full control effect; potency is read from the fitted curve at half-maximal effect.

Preview (nine entries):
| entry | canonical_smiles | Tau fluor counter | TexasRed fluor | L3MBTL1 inh | aGal spleen mod | Tau fibril FP | ALDH1A1 inh | TRb SRC2 PPI | Tau fibril ThT |
| --- | --- | --- | --- | --- | --- | --- | --- | --- | --- |
| 1 | COc1ccc(-c2nnc(Nc3ccc(OC)c(C(N)=O)c3)c3ccccc23)cc1 | ? | -11.7% | · | · | 9.7% | · | 4.4% | ? |
| 2 | CC(=O)OCc1cc(=O)n2nc(C3CCCCC3)sc2n1 | -2.8% | -2.9% | · | · | 2.3% | · | -1.0% | -7.2% |
| 3 | CC1CN(CCCCOc2cccc(Oc3ccccc3)c2)CC(C)O1 (stereo not given) | -5.5% | -0.3% | 19.5% | -6.5% | 0.6% | ? | 0.3% | -14.2% |
| 4 | COc1ccc(COCC(O)CN(Cc2ccccc2)C(C)C)cc1OC (stereo not given) | 3.5% | 3.2% | 3.5% | -3.8% | 1.8% | ? | -0.1% | -1.8% |
| 5 | Cc1nc(SCc2cccc(Cl)c2)nc2c1CCCC2 | -4.7% | 1.0% | · | · | 9.5% | · | -2.3% | -12.0% |
| 6 | Oc1cccc(C(O)CNCc2ccc(-c3ccccc3)cc2)c1 (stereo not given) | -12.5% | 0.6% | -9.7% | 7.6% | 1.2% | 8.3% | -1.6% | 0.0% |
| 7 | COc1cccc(CN2CCN(C(=S)NCc3ccc(Cl)cc3)CC2)c1 | ? | -1.1% | -16.4% | -14.0% | -8.2% | -5.8% | -4.2% | -10.2% |
| 8 | Cc1ccc(-c2cc(-c3ccccc3)no2)c(O)c1 | -8.8% | -0.2% | 5.8% | -1.2% | 0.3% | -10.4% | 4.5% | -1.1% |
| 9 | Cc1ccc(C)c(NS(=O)(=O)c2ccc3[nH]c(=O)oc3c2)c1 | -27.9% | 0.3% | 31.6µM* | -1.8% | 12.0% | 2.3% | 3.1% | -17.1% |

The whole of this part, repeating the preview:
| entry | canonical_smiles | Tau fluor counter | TexasRed fluor | L3MBTL1 inh | aGal spleen mod | Tau fibril FP | ALDH1A1 inh | TRb SRC2 PPI | Tau fibril ThT |
| --- | --- | --- | --- | --- | --- | --- | --- | --- | --- |
| 1 | COc1ccc(-c2nnc(Nc3ccc(OC)c(C(N)=O)c3)c3ccccc23)cc1 | ? | -11.7% | · | · | 9.7% | · | 4.4% | ? |
| 2 | CC(=O)OCc1cc(=O)n2nc(C3CCCCC3)sc2n1 | -2.8% | -2.9% | · | · | 2.3% | · | -1.0% | -7.2% |
| 3 | CC1CN(CCCCOc2cccc(Oc3ccccc3)c2)CC(C)O1 (stereo not given) | -5.5% | -0.3% | 19.5% | -6.5% | 0.6% | ? | 0.3% | -14.2% |
| 4 | COc1ccc(COCC(O)CN(Cc2ccccc2)C(C)C)cc1OC (stereo not given) | 3.5% | 3.2% | 3.5% | -3.8% | 1.8% | ? | -0.1% | -1.8% |
| 5 | Cc1nc(SCc2cccc(Cl)c2)nc2c1CCCC2 | -4.7% | 1.0% | · | · | 9.5% | · | -2.3% | -12.0% |
| 6 | Oc1cccc(C(O)CNCc2ccc(-c3ccccc3)cc2)c1 (stereo not given) | -12.5% | 0.6% | -9.7% | 7.6% | 1.2% | 8.3% | -1.6% | 0.0% |
| 7 | COc1cccc(CN2CCN(C(=S)NCc3ccc(Cl)cc3)CC2)c1 | ? | -1.1% | -16.4% | -14.0% | -8.2% | -5.8% | -4.2% | -10.2% |
| 8 | Cc1ccc(-c2cc(-c3ccccc3)no2)c(O)c1 | -8.8% | -0.2% | 5.8% | -1.2% | 0.3% | -10.4% | 4.5% | -1.1% |
| 9 | Cc1ccc(C)c(NS(=O)(=O)c2ccc3[nH]c(=O)oc3c2)c1 | -27.9% | 0.3% | 31.6µM* | -1.8% | 12.0% | 2.3% | 3.1% | -17.1% |
| 10 | Cc1ccc2nc(C)c(C(=O)NN=C3CCN(C)CC3)n2c1 | -9.5% | 1.3% | -1.4% | -0.5% | ? | 7.94µM* | -0.9% | -15.3% |
| 11 | CC(=O)c1cccc(NC(=O)Nc2sc3nc4n(c(=O)c3c2C)CCC(C)CC4)c1 (stereo not given) | 11.2µM*[quencher] | -25.8% | · | · | ? | · | 2.9% | ? |
| 12 | O=C(C1CCN(S(=O)(=O)Cc2ccccc2)CC1)N1CCN(c2ccccc2)CC1 | -7.3% | -0.6% | · | · | 1.6% | · | 3.0% | -10.7% |
| 13 | O=[N+]([O-])c1ccc(O)c(C=Nc2ccc3nc(-c4ccccc4)[nH]c3c2)c1 | -28.6% | -4.3% | 2.0% | -6.6% | 10.8% | ? | -12.0% | ? |
| 14 | CCn1c(SCC(=O)Nc2ccc(S(N)(=O)=O)cc2)nnc1-c1cccc(OC)c1 | -9.3% | 4.3% | 7.4% | -2.9% | -7.1% | 14.9% | -1.2% | -11.7% |
| 15 | COC(=O)c1ccc(C(C(=O)NC2CCCCC2)N(CCc2ccccc2)C(=O)Cc2cccs2)cc1 (stereo not given) | 1.9% | -1.7% | 5.4% | 2.8% | 5.3% | 3.8% | -0.7% | -6.5% |
| 16 | Cc1oc(-c2cccc(Cl)c2)nc1CN1CCC(C(=O)NCc2ccc(F)cc2)CC1 | -12.6% | -2.4% | · | · | 0.6% | · | -2.5% | 1.3% |
| 17 | COc1ccc(NC(=O)Nc2ccc3nccnc3c2)cc1 | ? | -3.8% | -0.1% | 3.1% | 17.0% | 1.9% | -1.6% | ? |
| 18 | C=CCOc1ccc(CNc2ccc3[nH]c(=O)[nH]c3c2)cc1 | 5.7%[2.34 µM] | -2.3% | -3.2% | -6.5% | -4.4%[2.34 µM] | -2.6% | 4.2% | -5.6% |
| 19 | Cc1ccc(NS(=O)(=O)c2cccc(C(=O)n3ncc(C#N)c3N)c2)c(C)c1 | -0.5% | 2.4% | 6.7% | -4.7% | 1.6% | 9.1% | -2.3% | 4.8% |
| 20 | O=C(CCC1CCCCC1)NCc1ccc(F)cc1 | 9.8% | 2.2% | 7.3% | 0.1% | -0.8% | 2.9% | -6.0% | 8.0% |
| 21 | Cc1ccc(S(=O)(=O)c2ccc(Oc3cccc(C)c3)cc2)cc1 | -15.0% | 2.4% | 31.0%[activator] | 5.3% | 0.7% | 2.3% | 3.1% | -3.1% |
| 22 | CC(=O)Nc1ccc(C(=O)N(C)C(C(=O)Nc2ccc(C)cc2)c2ccccn2)cc1 (stereo not given) | -2.7% | 0.1% | 6.7% | -4.5% | 0.1% | -7.8% | 0.4% | -2.3% |
| 23 | CCc1cc2c(cc3c(=O)n(CCCC(=O)NCc4cccc(Br)c4)ncn32)s1 | -7.0% | 3.3% | · | · | -3.4% | · | 8.3% | ? |
| 24 | Cc1cc2cc(C=O)c(Cl)nc2cc1C | -3.9% | 1.6% | 2.7% | 5.4% | 3.1% | 15.6% | 4.8% | -3.8% |
| 25 | CCc1ccc(N(C(=O)c2csnn2)C(C(=O)NC(C)(C)C)c2ccccn2)cc1 (stereo not given) | -3.2% | -1.0% | 8.1% | -7.9% | 1.4% | ? | 6.5% | -5.8% |
| 26 | CCN1CCN(C(=O)c2ccc(OCC(=O)Nc3ccc(F)cc3)c(OC)c2)CC1 | 1.2% | -0.3% | · | 3.6% | 2.0% | -9.0% | 3.3% | 0.6% |
| 27 | N#Cc1ccccc1NC(=O)CSc1nnc(-c2ccccc2O)n1-c1ccccc1 | -19.7% | -7.2% | · | 11.2% | -1.0% | ? | -2.7% | -11.9% |
| 28 | N#C/C(=C\c1cccc(OC(=O)c2cccs2)c1)C(N)=O | 9.5% | -2.1% | 3.2% | 2.5% | 3.6% | -5.5% | 2.8% | -7.2% |
| 29 | Cc1nc2cc(-c3ccc(F)cc3)nn2c(N2CCOCC2)c1C | 3.2% | -1.0% | 6.1% | -7.2% | 6.0% | 7.4% | -11.1% | -5.0% |
| 30 | C=CCOC(=O)C1=C(C)NC(C)=C(C(=O)OCC=C)C1/C=C/c1ccccc1 | ? | -2.1% | -1.0% | 6.5% | ? | -4.6% | -0.5% | ? |
| 31 | CC(=O)c1ccc(NS(=O)(=O)c2ccc3[nH]c4c(c3c2)CCCCCC4)cc1 | 10µM*[quencher] | 0.9% | · | · | ? | · | 0.9% | 5.9% |
| 32 | N#Cc1nccnc1S(=O)(=O)c1cccs1 | -18.2% | -3.4% | -5.6% | -3.8% | -16.0% | 0.447µM* | -1.2% | ? |
| 33 | CCN1CCN(CCCN(Cc2ccco2)C(=S)Nc2cc(Cl)ccc2C)CC1 | 2.0% | 0.2% | 17.3% | 1.4% | -2.0% | -2.2% | -12.0% | -4.6% |
| 34 | O=C(NC1CCS(=O)(=O)C1)c1c(NC(=O)C2COc3ccccc3O2)sc2c1CCCC2 (stereo not given) | -27.3% | 3.0% | 3.3% | -6.6% | -12.9% | 5.3% | -1.1% | -11.1% |
| 35 | Cc1nc2ccn(Cc3cccnc3)c(=O)c2cc1C(=O)N1CCN(c2ccccc2)CC1 | -1.3% | -1.9% | · | · | 2.5% | · | 2.3% | -5.1% |
| 36 | c1ccc2oc(CCc3nc4ccccc4o3)nc2c1 | -3.6% | 0.9% | -1.0% | -23.3% | -0.1% | -1.4% | -14.2% | ? |
| 37 | S=C(NCc1ccncc1)Nc1ccccc1 | 10.0% | -2.5% | 0.7%[11.4 µM] | 0.5% | 4.6% | 6.1% | -0.9% | -0.1% |
| 38 | COc1ccc(-c2cnnc(N/N=C/c3ccc(C)o3)n2)cc1 | -29.9% | -3.2% | -6.6% | 6.3% | 9.5% | 0.2% | 0.3% | 2.82µM* |
| 39 | O=C(Cn1c(=O)n(Cc2ccco2)c(=O)c2sc3ccccc3c21)Nc1ccc(F)cc1F | -9.0% | -2.1% | · | · | ? | · | -6.4% | 7.3% |
| 40 | Cc1nnc(N)nc1C | -14.3% | -4.0% | -2.2% | -3.4% | -10.2% | ? | 6.8% | -6.0% |
| 41 | O=C1CC(c2ccccc2)CC2=C1C(c1ccccn1)Nc1ccccc1N2 (stereo not given) | -5.1% | -0.7% | · | -1.8% | 6.7% | -2.0% | -1.2% | -7.9% |
| 42 | Cc1ccccc1C(=O)NCCN1CCOCC1 | 9.3% | -2.0%[53 µM] | 6.0% | -8.5% | 8.1% | 4.6% | -6.0%[53 µM] | -0.4% |
| 43 | COc1ccc(NC(=O)c2cc(C(C)C)on2)c(OC)c1 | -13.0% | -2.1% | -93.4% | 3.2% | -0.3% | 3.98µM* | 9.2% | -15.3% |

Compounds as they come; about 8.5% have a hit in one of these screens.
